# Source: PubChem (The Scripps Research Institute Molecular Screening Center)
# ADAM17 inh: inhibitors of human ADAM17 | 0.83% of 370,000 active | P78536 | inhibition, % at 6.95 µM | recombinant ADAM17, EDANS/DABCYL FRET peptide cleavage;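 active = inhibition above the mean of compounds lying between control limits plus 3 SD, set per campaign, cut at about 8.5% in these data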;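 note: 0% = DMSO-only wells as the low control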
# MBD2 DNA inh: MBD2-methylated oligo binding inhibition; inhibition, % at 4.4 µM; AID 686964; 0.31% of 370,000 active; TR-FRET, MBD2 binding to methylated oligonucleotide; Q9UBB5; in the data active = inhibition above about 13%
# Tn7 DDE FP: DD(E)-Tn7 binding inhibition, primary FP screen; 0.13% of 370,000 active; P02675; FP displacement of FITC-Tn7 peptide from fibrin DD(E); 0% = median of compound wells per plate; inhibition, % at 8.3 µM;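 active = inhibition above the mean of compounds falling within the control limits plus 3 SD of them, cut at about 14% in these data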;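 note: 0% = plate median of compound wells and 100% = 10 µM Aha-Tn7 peptide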
#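 Measure: % inhibition scaled between sample-field median and high-control FP; Test system: human fibrin DD(E); Quantity: 2 µM final DD(E) protein; Doses: one dose, 8.3 µM nominal; Schedule: compound with protein 10 min, then 3 h after probe, room temperature; Detection: fluorescence polarization; Medium: Tris buffer with calcium and detergent, pH 7.8.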
# ARFGAP1 inh: inhibitors of rat ARFGAP1; Q62848; Arfgap1-stimulated ARF1 GTP hydrolysis, GDP FP detection; inhibition, % at 16.5 µM; 0.26% of 360,000 active;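 active = inhibition above a per-plate limit, mean inhibition of low control wells plus 3 SD, cut at about 25% in these data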;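 note: 0% = DMSO wells with enzyme and 100% = wells lacking Arfgap1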
#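 Assay system: purified rat His6-Arfgap1 residues 1-136 (GAP domain); Reagent: human Δ17 ARF1 bound to GTP; Dosing: 16.5 µM single point, 1.26% DMSO; Times: GTP hydrolysis reaction 2 h at 25 °C; Signal: FP, GDP Alexa 633 tracer displaced from anti-GDP antibody, 620/688 nm; Measure: % inhibition from polarization.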
# Tn6 DDE FP: inhibitors of Tn6 peptide binding to human fibrin DD(E) | AID 720509 | P02675 | inhibition, % at 8.3 µM | 0.21% of 370,000 active | Fibrin DD(E) TRITC-Tn6 fluorescence polarization displacement;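 active = inhibition above a per-campaign cutoff: mean of compounds within control limits plus 3 SD, cut at about 15% in these data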;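 note: 0% = median of all compound wells on the plate and 100% = blocking peptide control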
# UHRF1 binding: human UHRF1 methylated DNA binding inhibitors | UHRF1 binding to methylated oligo, TR-FRET | inhibition, % at 4.4 µM | 0.75% of 370,000 active | AID 687016; in the data active = inhibition above about 21%;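 note: UHRF1 SRA domain binding a hemimethylated CpG hairpin DNA probe; 0% = median of test compound wells and 100% = reference inhibitor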
# ASAP1 inh: ASAP1 ArfGAP inhibition. Q9ULH1. ASAP1-stimulated ARF1 GTP hydrolysis, GDP FP detection. inhibition, % at 16.5 µM. 0.19% of 360,000 active; in the data active = inhibition above about 25%;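 note: 0% = vehicle with enzyme and substrate and 100% = no enzyme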
# KLK7 zymogen act: activators of human kallikrein-7 zymogen; purified proKLK7, EDANS-DABCYL substrate fluorescence; 100% is mature enzyme control, 0% vehicle; 0.9% of 370,000 active; P49862; activation, % at 7 µM;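 active = activation above the mean of all tested compounds plus 3 SD, computed per campaign excluding outliers beyond control limits, cut at about 13% in these data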
# PLCg1 inh: blocks human PLC-gamma1 enzyme activity. purified PLC-gamma1, fluorogenic substrate, fluorescence. P19174. 0.84% of 370,000 active. inhibition, % at 12.2 µM; in the data active = inhibition above about 9.5%
# PLCb3 inh: blocks human PLC-beta3 enzyme activity; inhibition, % at 12.2 µM; 0.18% of 370,000 active; Purified PLC-beta3, fluorogenic substrate, fluorescence; Q01970; in the data active = inhibition above about 11%;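 note: 0% = median of compound wells on plate and 100% = full blocker control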
# Target sequence (Q01970 whole entry, looked up): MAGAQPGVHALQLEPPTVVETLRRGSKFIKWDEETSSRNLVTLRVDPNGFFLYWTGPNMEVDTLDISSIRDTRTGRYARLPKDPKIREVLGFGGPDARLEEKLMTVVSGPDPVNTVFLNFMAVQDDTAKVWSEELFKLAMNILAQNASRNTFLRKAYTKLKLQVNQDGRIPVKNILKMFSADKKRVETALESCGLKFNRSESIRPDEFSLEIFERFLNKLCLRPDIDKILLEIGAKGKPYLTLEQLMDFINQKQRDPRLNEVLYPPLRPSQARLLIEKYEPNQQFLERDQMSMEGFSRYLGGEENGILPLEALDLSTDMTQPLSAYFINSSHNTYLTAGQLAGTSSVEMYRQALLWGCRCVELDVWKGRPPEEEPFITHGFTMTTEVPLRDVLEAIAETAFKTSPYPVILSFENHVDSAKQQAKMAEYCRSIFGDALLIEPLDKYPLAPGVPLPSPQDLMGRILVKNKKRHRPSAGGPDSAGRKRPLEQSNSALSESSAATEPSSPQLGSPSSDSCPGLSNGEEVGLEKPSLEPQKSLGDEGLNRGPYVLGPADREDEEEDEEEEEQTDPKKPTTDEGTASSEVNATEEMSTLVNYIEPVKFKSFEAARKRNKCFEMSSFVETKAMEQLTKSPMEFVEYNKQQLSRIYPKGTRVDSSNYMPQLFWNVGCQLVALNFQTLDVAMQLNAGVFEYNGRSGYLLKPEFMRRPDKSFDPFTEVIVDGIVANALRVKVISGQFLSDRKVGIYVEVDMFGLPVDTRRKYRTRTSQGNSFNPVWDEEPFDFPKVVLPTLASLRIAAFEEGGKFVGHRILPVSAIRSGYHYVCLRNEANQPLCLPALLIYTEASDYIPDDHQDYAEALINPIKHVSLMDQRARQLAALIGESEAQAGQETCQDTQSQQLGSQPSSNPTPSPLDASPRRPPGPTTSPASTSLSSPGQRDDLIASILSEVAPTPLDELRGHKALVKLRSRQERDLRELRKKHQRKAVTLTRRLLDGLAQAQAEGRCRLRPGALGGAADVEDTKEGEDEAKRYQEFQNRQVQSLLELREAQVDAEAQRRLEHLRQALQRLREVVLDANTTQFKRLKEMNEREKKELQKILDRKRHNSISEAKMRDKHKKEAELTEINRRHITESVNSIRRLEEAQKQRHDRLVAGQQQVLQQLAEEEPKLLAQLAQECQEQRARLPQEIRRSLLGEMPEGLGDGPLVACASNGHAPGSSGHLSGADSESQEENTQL
# * marks the source's active call; other numbers are inactive results; i = inactive; · = not tested or not shown.
SMILES,ADAM17 inh,MBD2 DNA inh,Tn7 DDE FP,ARFGAP1 inh,Tn6 DDE FP,UHRF1 binding,ASAP1 inh,KLK7 zymogen act,PLCg1 inh,PLCb3 inh
O=C(N/N=C/c1cccc2ccccc12)c1cc2ccccc2o1,-11,2,2,2,-3,-3,-4,-5.9,-31,-56
Cc1cc(NC(=O)c2cccc(S(=O)(=O)N3CCCCCC3)c2)no1,1,-3,-3,8,1,3,-5,-0.1,2,5
CC(OC(=O)c1cccc(O)c1)C(=O)N(C)Cc1ccccc1 (stereo unspecified),-1,-5,5,2,4,-2,-6,0.0,-2,-7
O=C(Nc1ccc(Cl)cc1C(F)(F)F)c1ccccc1Cl,-34,1,-2,0,2,-4,16,-0.1,2,2
CC(=O)Nc1ccc(C(=O)OCc2ccccc2Br)cc1,2,1,2,-1,-3,4,9,-0.1,4,-3
CCOC(=O)c1cn(Cc2ccccc2)nc1-c1ccccc1,-3,6,2,-1,-5,2,1,0.6,-1,-8
NS(=O)(=O)c1ccc(NC(=S)NNC(=O)c2ccc(Br)o2)cc1,-1,-5,3,12,-13,0,2,0.1,-3,-9
Cc1cccc(NCc2nnc(-c3ccccc3)o2)c1C,1,0,3,6,3,-2,-8,-0.2,2,-4
Cc1ccc2c(c1)C(CS(=O)(=O)NCCc1ccccc1)NC2 (stereo unspecified),-3,-4,-1,·,2,-9,·,0.2,-7,-10
CC(=O)c1cc2cccc(OC3(C)CCN(Cc4ccc(-c5ccccn5)cc4)C3)c2o1 (stereo unspecified),0,1,1,4,4,2,4,0.4,-7,-12
COc1ccc(C)cc1NC(=O)C(OC(=O)c1cnccn1)c1ccccc1 (stereo unspecified),-4,5,-3,13,1,1,4,0.1,1,-8
CN(c1cccc(NC(=O)Nc2cccc(Cl)c2)c1)S(C)(=O)=O,0,-6,-1,7,-8,1,1,-0.6,2,3
Cc1nc(N2CCC(C)CC2)c2c(C)c(C(=O)Nc3ccc(C(F)(F)F)cc3)sc2n1,-3,5,-3,9,-1,1,10,0.1,1,-5
O=C(COC(=O)/C=C/c1cccc(Cl)c1)NCCc1ccccc1,3,-3,-5,2,-5,4,-5,-0.4,-4,-5
Cc1ccc(NC(=S)NCc2ccc(Cl)cc2)c(OC(F)F)c1,1,-5,14*,-11,7,-3,3,-0.3,-1,-11
CCOC(=O)C1=C(C)OC(N)=C(C#N)C1c1cncc(-c2ccc(F)cc2)c1 (stereo unspecified),1,1,-1,7,2,-2,-2,0.5,-4,-8
O=C(O)c1ccccc1C=NN1CCCCCC1,-2,-6,-3,2,-1,1,9,-0.8,-9,-10
COC(=O)[C@]12CCCCC=C1N(Cc1ccc(Cl)cc1Cl)C(=O)[C@H](CC(=O)NCC1CCCCC1)C2,-4,1,4,3,-8,-2,-15,-1.1,2,0
Oc1c(Cl)cc(Cl)c(Cl)c1CN1CCOCC1,2,3,0,3,5,1,-2,0.5,-3,-3
CCOC(=O)c1c(C)oc2ccc(O)c(CN3CCCCC3)c12,-4,0,1,1,-6,0,-5,0.1,2,3
O=C(CN1C(=O)S/C(=C\c2ccccn2)C1=O)Nc1ccccc1,-3,1,-5,14,-1,-3,-1,-0.8,-2,-7
CC(Sc1ccccn1)C(=O)Nc1ccc2c(c1)OCO2 (stereo unspecified),-1,-1,4,-2,-5,-1,-11,0.4,-12,-17
CCn1c(C)c(C)c2cc(C(=O)NCCCN3CCCCCC3)ccc21,-3,0,3,-10,10,-1,-9,0.2,-15,-26
Cc1nc(C)c(-c2csc(Nc3ccc(O)c(C(=O)O)c3)n2)s1,-12,-9,8,-1,-4,0,-3,-0.5,-212,-268
CC(C)(C)c1ccc(C(=O)NC(=S)Nn2cnnc2)cc1,-2,-8,7,-11,-3,-3,0,-0.2,-1,5
COc1ccc(NC(=O)c2ccccc2NC(=O)c2ccco2)c(OC)c1,-2,-3,7,9,-4,-1,4,-0.3,-3,-2
O=C(Nc1ccc2c(c1)OCCO2)c1cccc(Cl)c1Cl,-4,-2,1,-7,1,8,-4,-0.5,3,-9
O=C(Nc1ccccc1C(F)(F)F)c1cnccn1,-4,-7,7,-4,9,-1,4,0.3,2,0
Cc1cccc(N=C2Sc3nc4c(C)c(C)ccc4cc3CN2CCN2CCOCC2)c1,-18,0,1,-2,-7,-5,-5,-1.6,-57,-57
C#CCOCCOCCOCCNc1nc(N2CCOCC2)nc(N2CCN(C(=O)[C@H](CCCCN)n3cc(CCCC)nn3)CC2)n1,-1,6,-3,-5,4,10,-17,-0.1,2,2
C=C[C@@]1(C)CC(=O)[C@]2(O)[C@@]3(C)[C@@H](O)CCC(C)(C)[C@@H]3[C@H](O)[C@H](OC(C)=O)[C@@]2(C)O1,0,1,2,7,0,2,13,-0.4,2,4
Cc1ccc(N(C(=O)c2ccc(S(=O)(=O)N3CCOCC3)cc2)C2C=CS(=O)(=O)C2)cc1C (stereo unspecified),0,-4,1,0,-2,0,-1,0.1,0,0
C=CCOc1ccc(Br)cc1CNCC,2,-3,-4,-1,0,0,0,-0.5,5,-6
O=C(O)c1c[nH]c2ccc(S(=O)(=O)N3CCOCC3)cc12,-1,-2,-2,-5,4,2,-19,-0.1,6,1
CCCCN1CC(COCc2ccccc2)OCCS1(=O)=O (stereo unspecified),-5,3,1,-3,3,-3,-3,0.0,3,1
COCC(=O)Nc1cc(OC)c(Cl)cc1OC,-6,-1,5,3,8,21,-14,-0.2,0,0
Cc1cc(SCCOc2ccccc2)nc(N)n1,11*,-3,-1,3,-5,6,10,0.0,0,5
COc1cc2c(cc1NCc1ccccn1)oc1ccccc12,-15,1,-2,13,3,-3,-2,2.2,2,-2
COc1ccc(CCNCC(=O)Nc2ccc(OC(F)F)cc2)cc1,1,-6,3,2,-3,0,2,0.9,-1,-8
N#Cc1c(SCc2ccc(Cl)cc2)sc(C(=O)c2ccccc2)c1N,-3,3,1,-3,4,2,-6,0.1,-5,-6
COc1ccc2sc(-c3ccccc3OC)c(-c3ccc(O)cc3)c2c1,7,-4,1,13,-9,-1,12,0.0,-84,-138
O=C(COc1ccc(F)cc1)NCC1(N2CCCCC2)CCCCC1,0,-3,0,13,-10,-2,-9,0.1,0,-4
CC(C)(C)c1cc(C(F)(F)F)c(C#N)c(=O)[nH]1,i,-3,0,-4,-4,-3,-5,-6.4,-310,-382
COC(=O)Cc1nnn2c1[C@@H](C)[C@@H](c1ccccc1Br)O[C@@H](C)C2,-2,1,4,11,2,-1,-3,-0.2,-1,-1
COc1ccccc1NC(=O)c1cccc(S(=O)(=O)N2CCN(Cc3ccccc3)CC2)c1,2,-10,10,2,5,-2,-4,0.4,-1,-4

# The list goes on, overlapping the part above by four compounds.
SMILES,ADAM17 inh,MBD2 DNA inh,Tn7 DDE FP,ARFGAP1 inh,Tn6 DDE FP,UHRF1 binding,ASAP1 inh,KLK7 zymogen act,PLCg1 inh,PLCb3 inh
O=C(COc1ccc(F)cc1)NCC1(N2CCCCC2)CCCCC1,0,-3,0,13,-10,-2,-9,0.1,0,-4
CC(C)(C)c1cc(C(F)(F)F)c(C#N)c(=O)[nH]1,i,-3,0,-4,-4,-3,-5,-6.4,-310,-382
COC(=O)Cc1nnn2c1[C@@H](C)[C@@H](c1ccccc1Br)O[C@@H](C)C2,-2,1,4,11,2,-1,-3,-0.2,-1,-1
COc1ccccc1NC(=O)c1cccc(S(=O)(=O)N2CCN(Cc3ccccc3)CC2)c1,2,-10,10,2,5,-2,-4,0.4,-1,-4
CCC(C)Nc1nc(CN2CCOCC2)nc2sc3c(c12)CCC3 (stereo unspecified),-36,-1,-1,1,-5,1,-4,-0.4,-40,-50
CC(C)CN(C(=O)CCC(=O)OCc1ccc(Cl)cc1Cl)c1c(N)n(CC(C)C)c(=O)[nH]c1=O,-7,-5,1,5,-9,1,5,0.5,4,-11
CCO[C@H]1OC(C(N)=O)=C[C@@H](C)[C@@H]1CCCO,0,-3,2,-10,5,2,-2,0.7,0,2
COc1ccc(Nc2nc(-c3cccnc3)nc3ccccc23)cn1,1,0,7,9,15*,-4,5,-2.0,-66,-92
CCc1cc(=O)oc2cc(C)cc(OCC(=O)NCc3ccncc3)c12,-112,4,0,8,0,-1,-5,9.8,-138,-226
COc1ccc(F)c(-c2nc(CN3CCN(C(=O)c4ccco4)CC3)c(C)o2)c1,-3,2,7,-5,-3,-2,-7,-0.1,-1,-9
COc1ccccc1Nc1cc(N2CCOCC2)c2nonc2c1[N+](=O)[O-],-4,-7,3,4,-3,-1,-15,0.3,0,0
Cc1ccc(C)c(N2CCN(C(=O)c3cn(C)c4ccc(S(=O)(=O)N(C)C)cc4c3=O)CC2)c1,-1,2,0,13,4,7,9,0.3,4,3
CCCS(=O)(=O)c1c(S(=O)(=O)CCC)c2c3ccccc3ccn2c1C(=O)OC,-23,3,1,0,5,3,4,-2.6,-23,-34
O=C1[C@H]2[C@@H](c3ccc(F)cc3)N3C(=O)N(c4cccc(F)c4)C(=O)[C@@]3(Cc3ccccc3)[C@H]2C(=O)N1C1CCCCC1,3,1,1,4,6,20,0,1.0,1,3
Cc1ccc2c(C(=O)CN3CCN(C4CCCCC4)CC3)c(C)[nH]c2c1,-2,6,-3,3,1,1,7,0.0,4,-1
O=C(N/N=C/c1cccs1)c1cc(-c2ccc3ccccc3c2)n[nH]1,2,-1,-4,-6,-13,-1,7,-0.2,2,-1
CC1CCCCN1Cc1c(O)ccc2c(=O)c(-c3ccc(Cl)cc3Cl)coc12 (stereo unspecified),-483,4,2,-10,2,2,1,3.7,i,i
Nc1[nH]c(C(=O)c2ccc(Br)cc2)c(-c2ccc(Br)cc2)c1C(=O)NCc1ccc(-c2ccccc2)cc1,0,4,-2,6,-8,2,6,0.8,-3,-8
Cn1c(=O)c2cn(-c3ccccc3)cc2n(C)c1=O,-3,3,-2,-13,-2,-4,-4,0.0,-6,0
O=C(CN1C(=O)/C(=C/c2ccco2)SC1=S)NC1CCS(=O)(=O)C1 (stereo unspecified),-2,0,5,-2,0,52*,-21,0.7,3,-12
CCCNC(=O)CN(Cc1ccccc1F)S(=O)(=O)c1ccc(C)cc1,-4,-2,5,9,4,1,-6,0.0,-4,4
Cc1ccnn1CC(=O)N/N=C/c1cccs1,3,-4,-4,-2,2,1,8,-0.5,0,0
O=C(NCCC1=CCCCC1)Nc1ccc2nsnc2c1,-106,1,-1,-6,-10,-4,10,9.5,-425,-491
CCN(C(=O)CSc1nnc(-c2cccc(F)c2)n1N)c1c(N)n(Cc2ccccc2)c(=O)[nH]c1=O,-3,4,-3,12,-1,0,4,0.3,-2,-7
Cc1cccc(C)c1NC(=O)CNC(=O)C(C)N(C)CC(=O)Nc1ccc(F)cc1 (stereo unspecified),-2,-2,-5,2,0,1,3,-0.4,3,3
COc1ccc(NC(=O)CCS(=O)(=O)c2ccc(Cl)cc2)cc1,-2,-4,1,-3,-9,-1,11,-0.4,4,0
